FLuc modulator = qHTS profiling assay for firefly luciferase inhibitor/activator using purifed enzyme and Km concentrations of substrates (counterscreen for miR-21 project); Luciferin 4-monooxygenase (Photinus pyralis), P08659; purified FLuc, Km substrates, luminescence inhibition; Potency, µM (series often up to 57.5 µM), for inactives: at the highest dose activity change, negative = inhibition, usual class: inhibitors; hit rate 6.9% among 360,000; AID 588342, 2011; active = well fitted inhibition curve with a large enough effect; inconclusive = small, poorly fitted or top-dose-only effect;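 note: plate controls were vehicle for no effect and reference inhibitor for full effect; nearly all actives have a fitted effect of over 55% in size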
Target sequence (P08659 whole entry, looked up): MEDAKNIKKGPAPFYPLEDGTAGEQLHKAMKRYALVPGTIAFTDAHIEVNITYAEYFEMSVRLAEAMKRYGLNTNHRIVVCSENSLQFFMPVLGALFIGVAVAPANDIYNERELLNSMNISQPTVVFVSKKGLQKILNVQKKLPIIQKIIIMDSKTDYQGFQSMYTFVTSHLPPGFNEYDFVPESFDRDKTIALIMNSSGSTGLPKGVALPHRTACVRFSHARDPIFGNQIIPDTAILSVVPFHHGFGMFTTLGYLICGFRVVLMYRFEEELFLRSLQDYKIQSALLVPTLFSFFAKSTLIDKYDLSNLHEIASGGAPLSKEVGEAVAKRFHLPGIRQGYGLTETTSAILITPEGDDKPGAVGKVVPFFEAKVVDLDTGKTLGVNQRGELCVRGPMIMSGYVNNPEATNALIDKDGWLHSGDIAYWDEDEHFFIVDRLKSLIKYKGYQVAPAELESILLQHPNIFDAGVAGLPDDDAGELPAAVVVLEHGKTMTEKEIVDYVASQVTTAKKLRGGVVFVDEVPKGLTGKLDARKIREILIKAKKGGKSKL
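Purified P. pyralis luciferase (10nM final) with 10uM D-luciferin and 10uM ATP (Km levels) in 50mM Tris acetate pH 7.5, 10mM Mg acetate, 0.01% Tween-20, 0.05% BSA; qHTS 6-point titration, ~60 µM downward; luminescence read.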
* = called active by the depositor; ? = inconclusive. Potency is the fitted concentration of half-maximal effect. Only part of the results is shown. The share of hits here may be higher or lower than overall.

Compound	FLuc modulator
Cc1cc(Cl)ccc1OCC(=O)N(Cc1ccc(N(C)C)cc1)CC1CCCO1 (stereo not drawn)	-18%
Cc1cccc2c(=O)cc(CSc3ccccc3NC(=O)c3cccc(Cl)c3)[nH]c12	2%
COc1cccc(C(=O)Nc2cccc(-c3cn4ccsc4n3)c2)c1OC	15µM*
Cn1c(=O)c2c(-c3cccc(Br)c3)n(C(C)(C)CO)cc2n(C)c1=O	-3%
CCOC(=O)Cc1ccc(NC(=O)Nc2nnc(N3CCCCC3C)s2)cc1 (stereo not drawn)	-2%
O=C(Cc1ccccc1)Nc1sc2c(c1C(=O)Nc1cccc(Cl)c1)CCCCC2	-2%
O=C1CC(c2nnc(Cc3ccc(F)cc3)o2)CN1c1ccccc1 (stereo not drawn)	-1%
CCC(C)NC(=O)Cn1ncc2c(C)n(Cc3ccc(F)cc3)c(C)c2c1=O (stereo not drawn)	-10%
O=C(CSc1nc(Nc2ccccc2)c2ccccc2n1)c1ccc(Cl)cc1	1%
CCOC(=O)C1CCN(C(=O)Cn2c(=O)oc3cc(S(=O)(=O)N4CCC(C)CC4)ccc32)CC1	-4%
CCOc1ccc(CCNC(=O)C2CCN(Cc3nc(-c4ccc(OC)c(OC)c4)oc3C)CC2)cc1OCC	1%
CCC(Sc1nc(-c2ccc(F)cc2)nc2c1Cc1c(CO)cnc(C)c1O2)C(=O)Nc1ccc(F)cc1 (stereo not drawn)	3%
COc1ccc(-c2nc3c(C#N)c[nH]n3c2NC2CCCCC2)cc1	-10%
O=C(NCC(c1ccc(Cl)cc1)N1CCCCC1)c1ccc(F)cc1 (stereo not drawn)	4%
Cc1ccc(N2CC(NC(=O)CCc3ccccc3)CC2=O)cc1 (stereo not drawn)	-5%
CCOC(=O)C(C)Sc1nnc2cc(C)c3ccccc3n12 (stereo not drawn)	-12%
Cc1c(C(=O)NCCc2ccc(Cl)cc2)cccc1-n1cnc2cccnc21	7%
COCCNC(=O)CSc1nc(-c2ccc(C)cc2)[nH]c1-c1ccc(OC)cc1	0%
CC(C)CCn1nnc2sc(-c3ccccc3)cc2c1=O	-13%
O=C(CSc1ncc2c(n1)-c1ccccc1N(Cc1ccccc1)S2(=O)=O)Nc1ccccc1	1%
Cc1cc(=O)n(Cc2ccc(F)cc2Cl)c2c1c(C)nn2-c1ccccc1	3%
CCc1ccc(CN2C(=O)c3ccccc3C2C(=O)NC2CCCCCC2)cc1 (stereo not drawn)	?
Cc1cccc(NS(=O)(=O)c2c(C)nc3sccn3c2=O)c1C	-6%
CCOc1ccc(C2c3c(oc4ccc(C)cc4c3=O)C(=O)N2CCCN(C)C)cc1OC (stereo not drawn)	-1%
Cc1ccc(CNC(=O)Cn2ccn(-c3ccc(F)c(F)c3)c(=O)c2=O)cc1	-2%
CCC(C(=O)Nc1cc(C)ccc1OC)n1nnc(C(=O)OC)c1C(=O)OC (stereo not drawn)	4%
CC(C)(C)OC(=O)N1CCC(c2c(C(=O)NCCN3CCc4ccccc4C3)cnn2-c2ccc(F)cc2F)CC1	-6%
Cc1cccc(Cn2c(SCc3ccc(C(=O)NCc4ccccc4)cc3)nc3cccnc32)c1	2%
Cc1ccc(NC(=O)N2CCc3c(sc4c3CCCC4)C2c2ccccc2)cc1F (stereo not drawn)	-2%
COc1cccc(N2CCN(C(=O)c3cnn(-c4ccccc4Cl)c3C3CCN(C(=O)OC(C)(C)C)CC3)CC2)c1	-2%
COc1ccc(-c2cc(C(=O)Nc3cccc(O)c3)on2)cc1OC	?
O=C(c1cc2ccccc2oc1=O)N1CCN(c2ccc(Cl)cc2)CC1	0%
COc1ccc(Cn2c(C(=O)O)c(CNCc3ccccc3F)c3ccc(OC)cc32)cc1	2%
CCc1ccccc1NC(=O)Cn1nnc(C(=O)Nc2ccc(OC)c(OC)c2)c1N	1%
CCOC(=O)c1ccc(NC(=O)c2cnn(-c3ccc(C)cc3C)c2C2CCN(C(=O)OC(C)(C)C)CC2)cc1	4%
CCOc1ccc(C(=O)Nc2ccc3oc(-c4ccc(Br)cc4)nc3c2)cc1	2%
Cc1ccc(-c2nc(Cn3c(=O)cc(-c4ccccc4)c4c(C)nn(C)c43)c(C)o2)cc1	-6%
Cc1ccc2oc(=O)c3cnn(CC(=O)N4CCN(c5cccc(C(F)(F)F)c5)CC4)c3c2c1	4%
CCc1ccc(-n2c(SCC(=O)NC(C)CC)nc3n[nH]c(C)c3c2=N)cc1 (stereo not drawn)	-5%
COCCCNc1ncnc2c1c(-c1ccccc1)cn2-c1ccc(C)c(Cl)c1	-15%
CCOc1ccc(C(=O)NCc2nc(-c3ccc(Cl)cc3)no2)cc1OCC	2%
Cc1cccc(NC(=O)c2cc(S(=O)(=O)N3CCN(c4ccccc4F)CC3)ccc2F)c1C	-1%
Cc1cc(C)c(NC(=O)CSc2cn(CC(=O)N3CCOCC3)c3ccccc23)c(C)c1	-6%
CCCCN(C)CCCNC(=O)Cn1nc(CC)n2c(cc3sc(C)cc32)c1=O	-1%
CC(=O)c1ccc(NC(=O)CCn2nc(C)c(S(=O)(=O)N3CCC(C)CC3)c2C)cc1	-2%
O=C(Nc1cccc(Cl)c1Cl)c1ccc2c(c1)N(Cc1cccc(Cl)c1)C(=O)c1ccccc1S2=O (stereo not drawn)	-2%
Cc1cc(C)cc(NC(=O)CCc2c(C)nn(-c3ccc(N4CCCC4)nn3)c2C)c1	?
COc1ccc2nc(N(Cc3cccnc3)C(=O)c3ccc4c(c3)OCCO4)sc2c1	?
CCOC(=O)c1cnc2c(ccc3ccccc32)c1Nc1ccc(OC)c(OC)c1	-1%
CCOc1ccccc1N(CC(=O)N1CCc2ccccc2C1)S(=O)(=O)c1ccccc1	-8%
CN1C(=O)C(C)(C)c2cc(S(=O)(=O)N3CCCC3C(=O)Nc3ccc(F)cc3)ccc21 (stereo not drawn)	-2%
Cc1ccc(NCc2cccn2-c2nnc(N3CCC(C(=O)NCCC(C)C)CC3)s2)cc1	0%
CCOC(=O)c1ccc(NC(=O)COCc2cc(-c3ccc4c(c3)OCO4)on2)cc1	5%
CCOc1ccc(NC(=O)CC2C(=O)N(c3ccccc3)C(=O)N2Cc2ccc3c(c2)OCO3)cc1 (stereo not drawn)	-14%
COCCNC(=O)c1cc2n(n1)CCCN(Cc1ccc(C)cc1)C2=O	-2%
CCc1ccc(NC(=O)CSc2nc(C)c(C(=O)Nc3ccc(Cl)cc3)c(-c3ccc(OC)cc3)c2C#N)cc1	2%
Cc1ccc(NC(=O)C2CCC(CNS(=O)(=O)c3cccc4nsnc34)CC2)c(Cl)c1 (stereo not drawn)	-1%
CCCc1cc(=O)oc2cc(C)c3c(-c4cccc(OC)c4)coc3c12	2%
CCOc1ccc(CNC(=O)c2cnc3sc(N4CCOCC4)nn3c2=O)cc1OC	-4%
Cc1ccc(Cc2cnc(NC(=O)c3ccc4c(c3)CC(c3ccccc3)OC4=O)s2)cc1 (stereo not drawn)	0%

(continued)
Compound	FLuc modulator
CCn1c(=O)c2sccc2n2c(CCCC(=O)N3CCN(c4ccc(F)cc4)CC3)nnc12	1%
CCOc1ccc(-c2nnc(SCC(=O)NCCc3ccc(OC)c(OC)c3)nc2-c2ccc(OCC)cc2)cc1	1%
CCc1cnc2c(c1SCc1c(F)cccc1Cl)c(=O)n(C)c(=O)n2C	-4%
Cc1ccc(NC(=O)CN2CCCN(Cc3cc(C)ccc3C)S2(=O)=O)c(Cl)c1	-9%
COc1ccc(CCNS(=O)(=O)c2cc(-c3onc(C)c3C)ccc2OC)cc1OC	-2%
Cc1cccc(Nc2nnc(-c3ccc(C)c(S(=O)(=O)N4CCOCC4)c3)c3ccccc23)c1	-13%
N#Cc1ccc(-c2csc(N3CCC(C(N)=O)CC3)n2)cc1	-10%
Cc1ccc(C(=O)COC(=O)C(Cc2c[nH]c3ccccc23)NC(=O)c2ccc(C(C)(C)C)cc2)cc1 (stereo not drawn)	?
Cc1cc(NC(=O)CSc2ncc(C(=O)Nc3ccc(F)cc3)c(=O)n2C)no1	-1%
CCN(C(=O)CSc1nc2ccccc2[nH]1)c1ccccc1	5%
CC1=C(c2ccc(C)cc2)S(=O)(=O)N(Cc2ccc(C(=O)Nc3ccc(F)cc3C)cc2)C1=O	-5%
CCN(CC)S(=O)(=O)c1ccc(C(=O)Nc2nc3ccc(Cl)cc3s2)cc1	0%
CCc1ccc(C2C(C(=O)Nc3ccc(Cl)cc3)=C(C)Nc3ncnn32)cc1 (stereo not drawn)	-6%
COc1cc(Cl)c(C)cc1NC(=O)c1cc2ccc3cccnc3c2[nH]1	-7%
COc1ccc(N2CC(NC(=O)COc3ccc4ccccc4c3)CC2=O)cc1 (stereo not drawn)	-12%
CCN(C(=O)C1CCN(S(=O)(=O)c2ccc3c(c2)CCCN3C(C)=O)CC1)c1cccc(C)c1	-3%
CCCN(C(=O)C1CCN(S(=O)(=O)c2c(C)noc2/C=C/c2ccc(C)cc2)CC1)c1ccccc1F	-2%
COc1ccc(Br)cc1C1Sc2ccccc2NC2=C1C(=O)c1ccccc12 (stereo not drawn)	6%
COCCCNC(=O)CSC1=Nc2ccccc2C2=NC(CCC(=O)NCc3ccccc3OC)C(=O)N12 (stereo not drawn)	-2%
CCCCc1ccc(-n2nc3cc(C)c(NC(=O)Cc4ccccc4)cc3n2)cc1	-12%
CCC(C)c1ccc(OCC(=O)Nc2cccc3ccc(C)nc23)cc1 (stereo not drawn)	0%
Cc1ccc(CNC(=O)Cn2nc(N3CCN(c4ccccc4)CC3)ccc2=O)cc1	-14%
COc1cc(OC)c(NC(=O)Nc2c(C)n(C)n(-c3ccccc3)c2=O)cc1Cl	-1%
COc1ccc(Cl)cc1NC(=O)Cn1cnc2sc(C)c(S(=O)(=O)N3CCN(c4ccccc4OC)CC3)c2c1=O	6%
Cc1cc(Cl)ccc1NC(=O)c1cc(S(=O)(=O)N2CCOCC2)cn1C	-4%
O=C(Nc1nc2c(Cl)cccc2s1)c1ccc(S(=O)(=O)N2CCc3ccccc32)cc1	-12%
CCOc1ccc(NC(=O)C(NS(=O)(=O)c2cccc3nsnc23)c2ccccc2)cc1 (stereo not drawn)	-6%
COc1ccc(NC(=O)c2cc(CN3CCCC3)on2)cc1Cl	?
CC(=O)c1ccc(NC(=O)Cn2ncc3c4ccccc4n(Cc4ccccc4)c3c2=O)cc1	-13%
CCOc1ccccc1NC(=O)CC(c1ccc(F)cc1)N1Cc2ccccc2C1=O (stereo not drawn)	-9%

Part of the list above, with each value named:
CCN(CC)S(=O)(=O)c1ccc(C(=O)Nc2nc3ccc(Cl)cc3s2)cc1
  FLuc modulator: 0%
Cc1ccc(C(=O)COC(=O)C(Cc2c[nH]c3ccccc23)NC(=O)c2ccc(C(C)(C)C)cc2)cc1 (stereo not drawn)
  FLuc modulator: ?

(listing goes on)
Compound	FLuc modulator
CCN1C(C(=O)c2ccccc2)=C(OC(=O)c2ccc(Cl)cc2)c2ccccc2S1(=O)=O	-1%
Cc1ccc(CCNC(=O)c2cc(C)nc3c2c(C)nn3-c2ccc(C)cc2)cc1	-1%
CCc1ccc2c(c1)NC(c1ccc(F)cc1)=NC(c1ccncc1)=N2	-9%
Clc1ccccc1OCCSc1nnc(-c2cccs2)o1	?
Cc1ccc(NC(=O)Cc2csc(C)n2)c(C)c1	-7%
CCOCCCNC(=O)CCc1nnc2ccc(N3CCN(c4cccc(OC)c4)CC3)nn12	-1%
Cc1cccc(CCNC(=O)c2ccc3c(c2)N(Cc2ccccc2F)C(=O)c2ccccc2S3)c1	-6%
Cc1nn(C(C)C(=O)NCCc2ccccc2)c(=O)c2c1sc1ccccc12 (stereo not drawn)	?
Cc1ccccc1OCC(=O)Nc1ccc(-c2nc3cc(Cl)cc(Cl)c3o2)cc1	2%
Cc1cc(C)c(NC(=O)C2CCN(C(=O)N3CCOc4ccccc43)CC2)c(C)c1	4%
Cc1cc(C)cc(NC(=O)N2CCC(N3CCCCC3)CC2)c1	-1%
CCNC(=O)c1c(NC(=O)c2nc(S(=O)(=O)CC)ncc2Cl)sc2c1CCCC2	?
COC(=O)CN1C(C(=O)c2ccccc2)=C(OC(=O)c2ccc(F)cc2)c2ccccc2S1(=O)=O	-3%
Cc1ccc(-c2c(CN3CCN(c4cc(C)ccc4C)CC3)csc2C)cc1	-4%
CCOC(=O)c1cc2c(=O)n3ccccc3nc2n(C(C)C)c1=NC(=O)c1cc2ccccc2o1	-3%
Cc1c(Cl)cccc1Nc1nn2c(=O)c3ccc(C(=O)NCCc4ccccc4)cc3nc2s1	-5%
COc1ccc(NC(=O)c2c(C)oc3ccc(O)c(CN4CCCC(C)C4)c23)cc1 (stereo not drawn)	1%

3 entries out of the list, sorted by SMILES length, lowest first:
Compound	FLuc modulator
Cc1ccc(CCNC(=O)c2cc(C)nc3c2c(C)nn3-c2ccc(C)cc2)cc1	-1%
CCOCCCNC(=O)CCc1nnc2ccc(N3CCN(c4cccc(OC)c4)CC3)nn12	-1%
Cc1cc(C)c(NC(=O)C2CCN(C(=O)N3CCOc4ccccc43)CC2)c(C)c1	4%

Compound activity from PubChem.
